Compound activity from PubChem BioAssay.
DT40 TDP1 CPT = growth inhibition of DT40 Tdp1-/-;hTDP1 cells with camptothecin (screen for TDP1 inhibitors). AID 686979. Potency, µM (series often up to 46.2 µM), for the others: top-dose activity change, negative = growth inhibition, actives largely listed as inhibitors. actives 12% (n = 420,000). chicken DT40 Tdp1-/-;hTDP1 cells + 20 nM CPT, ATP luminescence, 48 h; note: nearly all actives have a fitted effect of over 55% in size
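Cell growth measured by CellTiter-Glo luminescence after a minimum 48 h, 37 C compound exposure with 20 nM CPT in Tdp1-knockout DT40 cells stably expressing hTDP1, seeded 400/well; qHTS titration format.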
N370S GC = inhibits or activates N370S mutant glucocerebrosidase. P04062. N370S GC spleen homogenate, 4MU-glucoside fluorescence. Potency, µM (series often up to 59.4 µM), for the others: at the top dose activity change, negative = inhibition, usual class: inhibitors. actives 0.092% (n = 330,000). AID 2101;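 note: 0% = full enzyme activity and -100% = no enzyme basal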
FEN1 inh = human FEN1 inhibition. P39748. Recombinant FEN1 flap cleavage, fluorescence, 15 min. Potency, µM (highest dose often 114 µM), for the others: at the highest dose activity change, negative = inhibition, actives largely listed as inhibitors. actives 0.35% (n = 390,000). AID 588795; note: nearly all actives have a fitted effect of over 65% in size
Target sequence (P39748 whole entry, looked up): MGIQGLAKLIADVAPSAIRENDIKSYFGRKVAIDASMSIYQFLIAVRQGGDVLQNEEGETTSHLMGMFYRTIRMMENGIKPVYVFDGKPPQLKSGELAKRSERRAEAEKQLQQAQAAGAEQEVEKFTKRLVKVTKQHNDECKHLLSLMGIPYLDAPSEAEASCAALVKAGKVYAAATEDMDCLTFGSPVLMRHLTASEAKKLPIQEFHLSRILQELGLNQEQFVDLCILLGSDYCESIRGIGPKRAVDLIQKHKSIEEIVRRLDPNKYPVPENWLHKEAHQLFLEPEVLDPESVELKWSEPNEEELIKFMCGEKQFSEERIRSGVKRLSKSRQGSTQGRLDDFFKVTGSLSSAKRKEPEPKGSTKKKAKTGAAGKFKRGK
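Concentration–response screening of FEN1 (10 nM): 15 min compound preincubation at room temperature, reaction started with 50 nM substrate and read at 0 and 15 min. Corrected, normalized data were fitted by a four-parameter Hill equation.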
Starred values were filed as active, the others as inactive; ? = inconclusive; nt = no result given; & = joins results of further samples; [ ] = dose if it differs, or a comment. Calls come from the whole dose curve; as a rule, active = well fitted curve in the direction sought with a large enough effect; inconclusive = small, poorly fitted or top-dose-only effect, or another doubt; inactive = no such curve, though single readings can be large; an effect the other way counts as inactive or inconclusive. Unless noted, % is set by controls: 0 for no effect and ±100 for the full control effect; potency is the fitted concentration of half-maximal effect. Some of the compounds tested; rates above refer to the full screens.

SMILES	DT40 TDP1 CPT	N370S GC	FEN1 inh
COc1ccccc1NC(=O)C(=O)/C=C(\O)c1ccccc1	15µM*	-4%	?
C=CCC1NS(=O)(=O)O[C@H](CCCC)[C@@H]1O (stereo partly specified)	-16%	-9%	16%
CN(C(=O)CSc1ncnc2sccc12)c1c(N)n(Cc2ccccc2)c(=O)[nH]c1=O	-4%	8%	0%
Cc1c(Cl)cccc1NC(=O)CC(c1ccc(F)cc1)N1Cc2ccccc2C1=O (stereo unspecified)	23µM*	nt	6%
COc1ccc(C(=O)Nc2ccccc2C(=O)N/N=C/c2ccc(O)c(OC)c2)cc1	16µM*	12%	31%
CC(C)OC(=O)C(C)Oc1ccc(C(=O)NCCc2ccccc2)cc1 (stereo unspecified)	-9%	0%	8%
CC(C)(C)c1ccc(C(=O)Nc2cc(-c3ccccc3)nn2-c2ccccc2)cc1	-25%	nt	-12%
COCCCNC(=O)c1oc2c(c1C)-c1nn(Cc3ccccc3Cl)cc1CC2	?	nt	-4%
CC(C)C(Nc1ccc(S(=O)(=O)N2CCOCC2)cc1[N+](=O)[O-])C(=O)O (stereo unspecified)	1%	-3%	-1%
CC(Nc1ccccc1N1CCCCC1)C(=O)N1CCc2ccccc21 (stereo unspecified)	?	-2%	-13%
Cc1ccc(-c2csc(NCCn3c(-c4ccncc4)nc4ccccc43)n2)cc1	?	-11%	-21%
COc1cccc(-c2nc(NC(C)(C)C)c3ccccc3n2)c1O	?	-1%	-12%
O=C(Nc1cccc(C(=O)OCc2cc(=O)n3c4c(sc3n2)CCCC4)c1)c1ccc(Cl)cc1	?	nt	17%
COc1ccc(C(=O)Nc2cccc(OCc3cc(=O)n4c5c(sc4n3)CCCC5)c2)cc1	1%	nt	0%
CCN(C(=O)CSc1n[nH]c(N)n1)c1cccc2ccccc12	-11%	nt	-9%
CCOC(=O)C12CNC(=O)C(C(=O)OCC)(CNC1=O)C2	0%	-4%	11%
CCOC(=O)c1cnc(SCC(=O)Nc2ccc(NC(C)=O)c(OC)c2)nc1N	-17%	5%	-3%
Cc1ccc2nc(Cl)c(C3CC(c4ccco4)=NN3C(=O)CCCC(=O)O)cc2c1 (stereo unspecified)	-9%	4%	-13%
CCOc1ccc(/C=N/NC(=O)C(C)Sc2ccccn2)cc1OCC (stereo unspecified)	-10%	-14%	7%
CC(C#N)Sc1ccc(S(=O)(=O)N2CCCCC2)cn1 (stereo unspecified)	-28%	nt	8%

Two compounds picked at random from those above, as already listed:
SMILES	DT40 TDP1 CPT	N370S GC	FEN1 inh
CC(C#N)Sc1ccc(S(=O)(=O)N2CCCCC2)cn1 (stereo unspecified)	-28%	nt	8%
COc1cccc(-c2nc(NC(C)(C)C)c3ccccc3n2)c1O	?	-1%	-12%

Other entries
SMILES	DT40 TDP1 CPT	N370S GC	FEN1 inh
CCN(CCN1CCCC1)C(=O)C1CCC(=O)N(CCCN2CCOCC2)C1 (stereo unspecified)	0%	0%	-3%
Cc1[nH]n(C(N)=S)c(=O)c1N=Nc1ccccc1C(F)(F)F	?	-6%	14%
O=C(COC(=O)CC1SC(N2CCCC2)=NC1=O)Nc1ccc(Br)cc1 (stereo unspecified)	-2%	-13%	-2%
COc1ccccc1-c1c(C)oc2c(CN3CCN(C)CC3)c(O)ccc2c1=O	-17%	-6%	-4%
N#Cc1ccc(OC(=O)c2cnccn2)cc1	0%	-7%	-8%
O=C(NCC1CCCO1)C1CC1(c1ccccc1)c1ccccc1 (stereo unspecified)	?	-3%	-1%
COc1cccc(NC(=O)CN2CCN(S(=O)(=O)c3ccc(C(C)C)cc3)CC2)c1	?	-4%	-5%
C/C(=N\NC(=O)CCCOc1ccc(Cl)cc1C)c1ccc(C)o1	-5%	3%	10%
COc1ccccc1/C=C/C=N/n1c(-c2n[nH]c3c2CCC3)n[nH]c1=S	?	19%	-7%
CCOC(=O)c1ccc(N2C(=O)CC(Nc3ccc(O)cc3)C2=O)cc1 (stereo unspecified)	-3%	-18%	-4%
COc1cc(CCCN2C(N)=NC[C@@H]2c2ccccc2)cc(OC)c1OC	-18%	0%	-12%
Cc1cc([N+](=O)[O-])nn1CC(=O)NC(C)c1ccccc1 (stereo unspecified)	12%	-16%	3%
CCOc1ccc2c(c1)c(N=O)c(O)n2C	4%	1%	-1%
COc1cc(C2CC(=O)N(c3ccccc3)C3=C2C(=O)OC3)cc(OC)c1OC (stereo unspecified)	1%	nt	-10%
O=C(NC1CCCC1)C(c1cccs1)N(Cc1ccco1)C(=O)Cn1nnc(-c2cccs2)n1 (stereo unspecified)	21µM*	17%	-7%
CCn1c(=O)c2ccccc2n(Cc2cccc([N+](=O)[O-])c2)c1=O	2%	4%	-13%
Cc1ccc(N(Cc2cc3ccccc3[nH]c2=O)C(=O)c2cccc(Cl)c2)cc1	?	nt	2%
NC(=O)C1CCN(C(=O)CNC(=O)c2ccc(Br)o2)CC1	-24%	-4%	3%
CN(CC(=O)Nc1ccccc1)CC(=O)Nc1ccc(F)cc1	1%	-1%	-9%
O=C(CCc1nnc(CCc2ccccc2)o1)NC(c1cccnc1)C(F)(F)F (stereo unspecified)	-13%	6%	14%

12 compounds already listed, arranged by count of non-hydrogen atoms, largest number first.
SMILES	DT40 TDP1 CPT	N370S GC	FEN1 inh
O=C(NC1CCCC1)C(c1cccs1)N(Cc1ccco1)C(=O)Cn1nnc(-c2cccs2)n1 (stereo unspecified)	21µM*	17%	-7%
COc1cccc(NC(=O)CN2CCN(S(=O)(=O)c3ccc(C(C)C)cc3)CC2)c1	?	-4%	-5%
O=C(CCc1nnc(CCc2ccccc2)o1)NC(c1cccnc1)C(F)(F)F (stereo unspecified)	-13%	6%	14%
CCN(CCN1CCCC1)C(=O)C1CCC(=O)N(CCCN2CCOCC2)C1 (stereo unspecified)	0%	0%	-3%
COc1cc(CCCN2C(N)=NC[C@@H]2c2ccccc2)cc(OC)c1OC	-18%	0%	-12%
O=C(COC(=O)CC1SC(N2CCCC2)=NC1=O)Nc1ccc(Br)cc1 (stereo unspecified)	-2%	-13%	-2%
CCn1c(=O)c2ccccc2n(Cc2cccc([N+](=O)[O-])c2)c1=O	2%	4%	-13%
CN(CC(=O)Nc1ccccc1)CC(=O)Nc1ccc(F)cc1	1%	-1%	-9%
Cc1[nH]n(C(N)=S)c(=O)c1N=Nc1ccccc1C(F)(F)F	?	-6%	14%
Cc1cc([N+](=O)[O-])nn1CC(=O)NC(C)c1ccccc1 (stereo unspecified)	12%	-16%	3%
N#Cc1ccc(OC(=O)c2cnccn2)cc1	0%	-7%	-8%
CCOc1ccc2c(c1)c(N=O)c(O)n2C	4%	1%	-1%

Continuation:
SMILES	DT40 TDP1 CPT	N370S GC	FEN1 inh
CN(C)CCNc1c2c(nc3nnnn13)CCCC2	-5%	-11%	0%
O=C1C=C(Nc2ccccc2O)c2ccccc2C1=O	3.7µM*	-17%	-8%
N#CCSc1nc(-c2ccccc2)nc2ccccc12	-26%	-1%	-7%
CCc1noc(C)c1C(=O)Nc1cc(C(F)(F)F)ccc1-n1cncn1	-9%	3%	-6%
Cc1ccc(C(=O)Nc2ccc(Nc3ccccc3)cc2)c(Cl)c1	?	-4%	5%
CC1(C)C(=O)Nc2ccccc2N1C(=O)COC(=O)CNS(=O)(=O)c1ccc(Br)cc1Cl	3%	nt	2%
CCOC(=O)c1c(COC(=O)c2ccco2)nc2ccccc2[n+]1[O-]	-5%	1%	10%
CCOC(=O)[C@H]1[C@H]2COc3ccc(Br)cc3[C@@H]2N2C(=O)[C@H](C)NC(=O)[C@@]12C	-1%	nt	-5%
O=C(NCC1CCCO1)c1ccccc1-c1nc(-c2ccc(F)cc2)no1 (stereo unspecified)	?	-25%	-3%
NC(=O)CSc1nc2ccc([N+](=O)[O-])cc2[nH]1	15%	-10%	-4%
Cc1ccc(S(=O)(=O)N2CCCCC2)cc1NC(=O)CCc1nc2ccccc2c(=O)[nH]1	?	-4%	7%
CCC1=NN2C(=N)/C(=C/c3ccc(OS(=O)(=O)c4ccccc4)cc3)C(=O)N=C2S1	-29%	-7%	-13%
COc1ccc(C(NC(=O)C2C3C=CC(C3)C2C(=O)O)c2ccccc2)cc1 (stereo unspecified)	15%	-14%	12%
CC(=O)Nc1ccc(NC(=O)CCSCCc2ccccn2)cc1	-2%&-17%	14%	-13%&9%
CC(C)(C)SCCNC(=O)CN(c1ccccc1)S(=O)(=O)c1ccc(F)cc1	1%	3%	3%
CCN(CC)CCCNC(=O)c1cc2nc3c(c(C(F)(F)F)n2n1)CCc1ccccc1-3	?	7%	4%
O=c1[nH]nc(Cc2ccc(Cl)cc2)c2ccccc12	?	3%	3%
CCC1(CC)NC(=O)N(CC(=O)OC(C)C(=O)Nc2ccccc2OC)C1=O (stereo unspecified)	-9%	1%	3%
O=C1Nc2cc3c(cc2Sc2ccccc21)OCCO3	-4%	?	-1%
NC(=O)C1CCN(C(=O)COc2ccc(S(=O)(=O)NCc3ccccc3)cc2Cl)CC1	?	-5%	5%
Cc1c(OC(=O)CNC(=O)OC(C)(C)C)ccc2c3c(c(=O)oc12)CCC3	-20%	?	3%
Cc1ccccc1-n1c(=O)cc(NCC2CCCO2)[nH]c1=O (stereo unspecified)	0%	12%	-1%
O=C(/C=C/c1cccc(Cl)c1)Nn1c(-c2cccs2)nc2ccccc2c1=O	-1%	?	-18%
COc1ccc(S(=O)(=O)N(C)C)cc1NC(=O)c1ccc(OCC(=O)N2CCOCC2)c(OC)c1	2%	-14%	-6%
CCCN(CC(=O)Nc1ccc(F)c(F)c1F)C(=O)Cc1ccc(OC)c(S(=O)(=O)N2CCOCC2)c1	2%	nt	4%
COc1cccc(-c2nc(CS(=O)(=O)CC(=O)Nc3cc(C)ccc3C)c(C)o2)c1	?	2%	1%
CC1=NC(=O)C(N=Nc2cccc(C(=O)O)c2)N1c1ccccc1 (stereo unspecified)	4%	-5%	-10%
O=C(CCS(=O)(=O)c1ccc(F)cc1)Nc1nc(-c2ccncc2)cs1	13µM*	3%	-9%
CCCCC12CN3CC(C)(CN(C1)C3c1ccc(OCc3ccccc3)cc1)C2=O (stereo unspecified)	?	nt	-12%
Cc1cc(/C=C(/C#N)C(=O)Nc2ccccc2)c(C)n1-c1cccnc1	?	9%	-11%
CCOc1ccc(NC(=O)c2ccccc2CO)cc1	6%	-1%	5%
CCOC(=O)c1[nH]c(C)c(C(=O)OCC(=O)N(C)C2CCS(=O)(=O)C2)c1C (stereo unspecified)	10%	-2%	0%
CCOc1ccccc1NC(=O)c1nn(-c2ccc(OC)cc2)c(=O)c2c1c1ccccc1n2C	-23%	nt	17%
Brc1ccc(OCCn2ccnc2)cc1	-13%	-8%	-13%
N#Cc1ncccc1CCc1cccc(Cl)c1	6%	nt	-6%
COc1cc2c(cc1OC)C1(CCCC1)CNC2c1ccc([N+](=O)[O-])cc1 (stereo unspecified)	5%	-7%	-15%
CC1CCc2c(sc(/N=C/c3ccco3)c2C(N)=O)C1 (stereo unspecified)	2%	3%	5%
O=C1C(=O)N2C(=C1C(=O)N1CCCCCC1)c1ccccc1CC21CCCC1	4%	-15%	-5%
CCCNc1nc(NCc2ccccc2OC)c2cnn(C)c2n1	15µM*	nt	-1%
COc1ccc2ccccc2c1CN1CCN(C(=O)c2ccccc2)CC1	?	27%[2.35 µM]	0%
CCN(CC)CCCNc1oc(-c2ccccc2[N+](=O)[O-])nc1C#N	-2%	1%	?
Cc1ccc(N2CCN(C(=O)c3c(C)oc4ncn(C)c(=O)c34)CC2)c(C)c1	2%	nt	8%
Cc1ccc2c(c1)cc1c(=O)n(Cc3cccc(Cl)c3)nc(C)n12	?	nt	19%
CC1(C)CC(NC(=O)COc2ccc3ccc(=O)oc3c2)CC(C)(C)N1	-5%	5%	18%
COc1ccc(C(C)(C)C)cc1NC(=O)c1ccc[n+]([O-])c1	2%	-14%	14%
CC1CN(c2ccc([N+](=O)[O-])c(NCCOc3ccccc3)c2)CC(C)N1 (stereo unspecified)	?	?	-7%
O=C(Nc1ccc(C2=CN(Cc3ccccc3)CCC2=O)cc1)OCc1ccccc1	-3%	nt	-15%
CCOc1ccc(NC(=O)CSc2nnnn2CC(=O)O)cc1	-19%	-1%	-4%
O=C(CCN1C(=O)/C(=C/c2ccccc2Cl)SC1=S)Nc1cccnc1	?	-10%	-2%
CCOc1ccc(NC(=O)CCCCCN2C(=O)[C@@H]3Cc4ccccc4CN3C2=O)cc1	?	6%	-4%
Cc1c(/C(O)=C2/C(=O)C(=O)N(CCN3CCOCC3)C2c2cccs2)cnn1-c1ccccc1 (stereo unspecified)	6%	-4%	-2%
CC(C)NC(=O)CN(CCc1ccccc1)S(C)(=O)=O	-21%	0%	-4%
COc1ccc(-c2cccc(C(=O)NCC(=O)O)c2)cc1	-5%	3%	-2%
O=C(c1cccc(Cl)c1)N(Cc1ccco1)C1CCS(=O)(=O)C1 (stereo unspecified)	-15%	-14%	4%
CC(=O)NC1C(O)C[C@@](O)(C(=O)O)OC1[C@@H](O)C(O)CO (stereo partly specified)	-2%	17%	nt
